Source: PubChem BioAssay
UBC13 inh = UBC13 polyubiquitin chain formation inhibitors, primary screen, biochemical, TR-FRET, uHTS; AID 485273, 2010; inhibition, % at 20 µM; 0.47% of 330,000 active; Ubiquitin-conjugating enzyme E2 N (Homo sapiens), P61088; in the data active = inhibition above about 45%, passing the limit was not always enough
SENP6 block = SENP6 protease inhibitors, primary screen, biochemical, luminescence, uHTS | 1.8% of 330,000 active | Sentrin-specific protease 6 (Homo sapiens), Q9GZR1 | Recombinant SENP6 catalytic domain, aminoluciferin luminescence | inhibition, % at 10 µM | AID 2599, 2010;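 active = inhibition above about 50% at the single tested dose, limit read from the data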;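 also: plate controls were DMSO wells with enzyme for no effect and DMSO wells lacking enzyme for full effect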
SENP8 block-1 = human SENP8 protease inhibitors, primary screen, biochemical, fluorescence, Nedd8 protein substrate, uHTS; AID 602440, 2012; recombinant SENP8; 0.64% of 360,000 active; inhibition, % at 20 µM; Sentrin-specific protease 8 (Homo sapiens), Q96LD8; in the data active = inhibition mostly above about 40%, no sharp cut-off; inactive = mostly below about 27%
SENP8 block-2 = SENP8 protease inhibitors, primary screen, biochemical, luminescence; Sentrin-specific protease 8 (Homo sapiens), Q96LD8; purified SENP8, Z-RLRGG-aminoluciferin cleavage; inhibition, % at 10 µM; 1.2% of 330,000 active; AID 2540, 2010; in the data active = inhibition above about 50%
Apaf1 inhib = inhibitors of human Apaf-1 apoptosome, primary screen, biochemical, DEVD-Rh110 fluorescence, uHTS. inhibition, % at 20 µM. reconstituted apoptosome caspase-3 activity. 0.71% of 330,000 active; active = inhibition of at least 40% at 20 µM;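 also: plate controls were DMSO wells for no effect and DEVD-CHO caspase inhibitor wells for full effect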
Target sequence (O14727 whole entry, looked up): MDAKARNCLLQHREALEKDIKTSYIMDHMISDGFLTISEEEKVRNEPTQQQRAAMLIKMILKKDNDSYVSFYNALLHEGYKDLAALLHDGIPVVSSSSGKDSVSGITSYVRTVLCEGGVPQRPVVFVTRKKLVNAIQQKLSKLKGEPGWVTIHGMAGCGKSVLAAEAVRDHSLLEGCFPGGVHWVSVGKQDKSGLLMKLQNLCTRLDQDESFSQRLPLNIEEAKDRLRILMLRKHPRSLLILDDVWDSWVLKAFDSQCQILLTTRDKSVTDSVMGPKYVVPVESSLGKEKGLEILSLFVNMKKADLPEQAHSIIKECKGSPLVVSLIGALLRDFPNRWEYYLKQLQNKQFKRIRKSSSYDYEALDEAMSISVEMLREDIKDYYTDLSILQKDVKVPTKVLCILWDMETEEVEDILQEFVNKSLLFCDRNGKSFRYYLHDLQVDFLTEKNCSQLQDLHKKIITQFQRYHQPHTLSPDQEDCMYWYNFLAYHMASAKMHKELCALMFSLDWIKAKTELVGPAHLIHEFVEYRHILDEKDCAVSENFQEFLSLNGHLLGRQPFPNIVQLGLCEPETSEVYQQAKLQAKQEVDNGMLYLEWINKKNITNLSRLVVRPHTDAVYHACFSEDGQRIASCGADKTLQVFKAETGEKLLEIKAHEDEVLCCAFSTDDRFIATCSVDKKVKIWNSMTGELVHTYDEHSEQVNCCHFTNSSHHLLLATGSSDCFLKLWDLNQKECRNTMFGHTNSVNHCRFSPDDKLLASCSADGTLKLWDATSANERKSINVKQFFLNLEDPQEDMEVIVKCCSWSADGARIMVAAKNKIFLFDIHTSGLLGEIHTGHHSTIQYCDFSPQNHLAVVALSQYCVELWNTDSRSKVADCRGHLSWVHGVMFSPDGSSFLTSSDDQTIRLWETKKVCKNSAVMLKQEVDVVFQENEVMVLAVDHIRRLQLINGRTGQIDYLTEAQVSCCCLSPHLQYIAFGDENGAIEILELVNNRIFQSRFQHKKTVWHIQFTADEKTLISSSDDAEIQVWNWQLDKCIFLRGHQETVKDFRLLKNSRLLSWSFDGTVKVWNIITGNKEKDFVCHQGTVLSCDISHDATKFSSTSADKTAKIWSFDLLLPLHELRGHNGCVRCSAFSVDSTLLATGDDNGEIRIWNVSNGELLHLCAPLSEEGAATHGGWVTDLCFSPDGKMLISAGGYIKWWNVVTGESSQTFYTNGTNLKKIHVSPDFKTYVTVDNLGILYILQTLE
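Material: reconstituted apoptosome with Apaf-1, cytochrome c, caspase-9, procaspase-3, dATP / Buffer or medium: pH 7.5 Hepes buffer with CHAPS, BSA, DTT / Also added: cytochrome c with DEVD-Rh110 / Schedule: compound with Apaf-1, dATP, procaspase-3 30 min, then 50 min reaction, room temperature / Technique: rhodamine 110 fluorescence at Ex 480/Em 540 nm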
SENP7 inh = SENP7 protease inhibitors, primary screen, biochemical, luminescence, uHTS. Sentrin-specific protease 7 (Homo sapiens), Q9BQF6. recombinant SENP7, Z-RLRGG-aminoluciferin luminescence, 40 min. inhibition, % at 5 µM. 1.5% of 330,000 active. AID 434973, 2010;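 active = inhibition above about 50% at the single test dose, limit read from the data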;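 also: plate controls were DMSO with enzyme for no effect and no enzyme buffer wells for full effect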
SENP1 inh = human SENP1 catalytic domain inhibitors, primary screen, biochemical, FRET, uHTS; recombinant SENP1 catalytic domain, CyPet-SUMO1-YPet FRET cleavage; inhibition, % at 10 µM; 0.21% of 360,000 active; AID 624204, 2012;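 active = inhibition at least 30% at 10 µM, raw YFP signal under a set limit, fluorescence ratio 0.5 to 1.5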;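 also: 0% = enzyme with DMSO and 100% = no enzyme wells; some results filed as inactive read as strong as hits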
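Test system: hSENP1 catalytic domain, recombinant; Amount: 20 pM final SENP1 enzyme; Medium: Tris pH 8 buffer plus EDTA, NaCl, BME, BSA, NP40, catalase; Schedule: 50 min enzyme reaction, room temperature, light-protected; Technique: FRET fluorescence in CFP and YFP emission channels; Controls: no-enzyme wells low, DMSO-plus-enzyme wells high control.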
APOBEC3G inh = APOBEC3G DNA deaminase inhibitors, primary screen, biochemical, fluorescence, single-stranded DNA substrate, uHTS; 0.28% of 330,000 active; AID 493012, 2011; recombinant A3G, ssDNA deamination FAM/TAMRA fluorescence; DNA dC->dU-editing enzyme APOBEC-3G (Homo sapiens), Q9HC16; inhibition, % at 20 µM;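 active = inhibition of at least 40% at 20 µM, with no more than 30% in the related APOBEC3A deaminase screen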;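 also: plate controls were DMSO wells with A3G for no effect and wells lacking A3G enzyme for full effect; some compounds called inactive have numbers as strong as hits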
An asterisk follows results filed as active; nt = not tested or not shown.

The opening 2 entries, to show the layout:
smiles	UBC13 inh	SENP6 block	SENP8 block-1	SENP8 block-2	Apaf1 inhib	SENP7 inh	SENP1 inh	APOBEC3G inh
Cc1sc2ncnc(N3CCN(Cc4ccccc4)CC3)c2c1-c1ccc(F)cc1	4	-10	2	7	31	-1	0	-2
CCOC(=O)N1CCN(C(=O)C(=O)Nc2sc3c(c2C(=O)O)CC(C)(C)OC3)CC1	-7	-7	7	3	4	8	0	2

All compounds of this part, previewed entries included:
smiles	UBC13 inh	SENP6 block	SENP8 block-1	SENP8 block-2	Apaf1 inhib	SENP7 inh	SENP1 inh	APOBEC3G inh
Cc1sc2ncnc(N3CCN(Cc4ccccc4)CC3)c2c1-c1ccc(F)cc1	4	-10	2	7	31	-1	0	-2
CCOC(=O)N1CCN(C(=O)C(=O)Nc2sc3c(c2C(=O)O)CC(C)(C)OC3)CC1	-7	-7	7	3	4	8	0	2
C#CCOCCOCCOCCNc1nc(N2CCN(C(=O)[C@H](CCC(=O)O)n3cc(CN)nn3)CC2)nc(N2CCN(C(=O)[C@H](CCC(=O)O)n3cc(CN)nn3)CC2)n1	2	3	4	8	-9	8	-1	-3
CCCCN(CC)CCCNC(=S)Nc1ccc2nc(N3CCN(C)CC3)cc(C)c2c1	18	-11	-206	5	-5	-12	-8	-3
Cc1cc(NC(=O)CCC(=O)N(c2cccnc2)C(C(=O)NC2CCCC2)c2ccccc2F)no1 (stereo unspecified)	6	-11	nt	-5	-6	0	nt	-6
COc1ccc2cc3c(N)nn(C(=O)Cc4ccc(Cl)cc4)c3nc2c1	-1	6	-86	2	-10	-6	1	-3
COc1ccc(/C=N/NC(=O)c2ccc(NC(=O)c3ccccc3Br)cc2)cc1	-14	-19	-110	-11	13	-10	4	-7
C=CCn1c(=O)c2c(nc(Br)n2Cc2ccccc2Cl)n(C)c1=O	7	-4	12	0	0	2	2	-1
O=C(CSc1nc(O)cc(=O)n1-c1ccccc1)Nc1nc2ccccc2s1	-1	-5	-17	9	14	-3	-8	-6
CC(NC(=S)Nc1cccc(F)c1)C(c1cccs1)N1CCOCC1 (stereo unspecified)	-4	1	21	-3	7	-1	3	-5
CCOc1ccc(CNn2nnnc2N)cc1	2	-12	-2	3	-8	1	1	-3
CCC1(c2ccccc2)NC(=O)N(Cc2ccc(C(=O)OC)cc2)C1=O (stereo unspecified)	0	10	25	0	-4	-3	-2	-5
CSCCC1NC2(C(=O)Nc3c(Cl)cccc32)[C@@H]2C(=O)N(C3CCCC3)C(=O)[C@H]12 (stereo partly specified)	-10	13	19	6	-5	10	-2	-1
COc1ccccc1CNC(=O)CCC(=O)N1CC(C)Sc2ccccc21 (stereo unspecified)	-2	-7	12	-10	9	-10	-3	-12
COc1ccc(OC)c(-n2c(-c3cccc(C)c3)n[nH]c2=S)c1	-6	8	-18	-7	9	-3	2	11
COc1ccc(-c2nc(CS(=O)CC(=O)NC3CCC(C)CC3)c(C)o2)cc1OC (stereo unspecified)	-13	1	-3	-1	0	2	2	-3
O=C(c1ccccc1Sc1ccc([N+](=O)[O-])cc1)N1CCCCC1	4	6	21	-3	-1	5	2	-3
CCc1ccc(N(CC)C(=O)c2ccc3c(Cl)c4c(nc3c2)CCC4)cc1	11	9	18	9	27	-6	-2	-7
O=C(Cc1ccc(Br)cc1)c1ccc(O)cc1O	14	20	8	12	-5	-7	2	-6
Cc1nn(-c2ccccc2)c(N2CCCC2)c1/C=C1\N=C(c2ccc(OC(C)C)cc2)OC1=O	-46	-2	14	2	52*	-1	-24	-4
CCn1c(SCC(=O)N2CCN(c3ccccc3)CC2)nnc1-c1ccoc1C	-4	14	6	4	1	15	1	4
O=C(Nc1nc2ccc(S(=O)(=O)N3CCCC3)cc2s1)C1CCCO1 (stereo unspecified)	10	-20	17	3	2	-6	0	-5
CC(=O)OC1CC(C)(C)N(OC(=O)CCCN2C(=O)c3ccccc3C2=O)C(C)(C)C1	-9	-6	12	-11	8	-2	0	-1
CC(C)c1ccc2nc(NC(=O)C3CC3)sc2c1	-4	-2	2	-21	20	11	2	-2
Oc1cc(O)c2c(c1)O[C@H](c1ccc(O)c(O)c1)[C@@H](O)C2	22	-3	1	0	-12	4	-25	-9

Arranged by count of non-hydrogen atoms (descending): some entries from above
smiles	UBC13 inh	SENP6 block	SENP8 block-1	SENP8 block-2	Apaf1 inhib	SENP7 inh	SENP1 inh	APOBEC3G inh
C#CCOCCOCCOCCNc1nc(N2CCN(C(=O)[C@H](CCC(=O)O)n3cc(CN)nn3)CC2)nc(N2CCN(C(=O)[C@H](CCC(=O)O)n3cc(CN)nn3)CC2)n1	2	3	4	8	-9	8	-1	-3
COc1ccc(/C=N/NC(=O)c2ccc(NC(=O)c3ccccc3Br)cc2)cc1	-14	-19	-110	-11	13	-10	4	-7
CC(C)c1ccc2nc(NC(=O)C3CC3)sc2c1	-4	-2	2	-21	20	11	2	-2

Three consecutive compounds already listed, quoted:
smiles	UBC13 inh	SENP6 block	SENP8 block-1	SENP8 block-2	Apaf1 inhib	SENP7 inh	SENP1 inh	APOBEC3G inh
Cc1sc2ncnc(N3CCN(Cc4ccccc4)CC3)c2c1-c1ccc(F)cc1	4	-10	2	7	31	-1	0	-2
CCOC(=O)N1CCN(C(=O)C(=O)Nc2sc3c(c2C(=O)O)CC(C)(C)OC3)CC1	-7	-7	7	3	4	8	0	2
C#CCOCCOCCOCCNc1nc(N2CCN(C(=O)[C@H](CCC(=O)O)n3cc(CN)nn3)CC2)nc(N2CCN(C(=O)[C@H](CCC(=O)O)n3cc(CN)nn3)CC2)n1	2	3	4	8	-9	8	-1	-3

(more compounds)
smiles	UBC13 inh	SENP6 block	SENP8 block-1	SENP8 block-2	Apaf1 inhib	SENP7 inh	SENP1 inh	APOBEC3G inh
NS(=O)(=O)c1ccc(NC(=O)COC(=O)c2ccc(Cl)nc2)cc1	6	-6	-4	-1	-9	0	-2	0
Cn1cnnc1SCC(=O)c1ccc2c(c1)NC(=O)CO2	4	-5	7	-2	-6	2	0	-7
COC(=O)CNc1cc(S(=O)(=O)N2CCCCC2)ccc1Oc1cccc(C)c1	-5	-19	-1	-11	28	-2	2	-1
O=C(Nc1cc(C(F)(F)F)ccc1N1CCOCC1)c1ccco1	11	-1	6	0	1	4	2	10
O=C(Nc1ccc(Br)cc1)C1CCN(C(=O)c2ccc(F)cc2)CC1	-1	-5	9	-4	-10	-1	0	-3
O=c1oc2ccc(NS(=O)(=O)c3cccc4cccnc34)cc2s1	4	-4	11	-4	4	-10	1	-8
CCCc1nnc(SCC(=O)Nc2ccccc2F)o1	3	10	6	8	7	3	2	-1
COCC1CCCN(C(=O)c2cc(COc3cncc(Cl)c3)on2)C1 (stereo unspecified)	-4	-11	17	-5	2	0	1	2
O=C(COC(=O)c1ccc(O)cc1)Nc1ccc2c(c1)OCO2	5	-7	8	0	-5	9	2	-7
COc1ccc(N2CCN(C(=O)c3cccc(N4C(=O)C5CC=CC(C)C5C4=O)c3)CC2)cc1 (stereo unspecified)	9	-1	17	-3	-4	4	-1	-2
Cc1ccc(N(CC(=O)N2CCOCC2)S(C)(=O)=O)cc1C	0	6	20	-3	4	12	2	0
CC(C)C(C(=O)NCc1ccco1)N(CC1CCCO1)C(=O)CNS(=O)(=O)c1ccc(F)cc1 (stereo unspecified)	-1	2	-1	1	-5	0	3	-8
COc1ccc(-c2cc(-c3cc(C)ccc3O)[nH]n2)cc1	16	72*	-1	56*	31	61*	1	-5
Cc1ccc(-n2nc3c([n+]2[O-])CCc2c-3no[n+]2[O-])cc1	7	-2	6	-8	-3	-1	2	-3
CSc1ccccc1NC(=O)CN(C)CC(=O)NCc1ccccc1	-2	-8	6	-9	5	-9	-1	-3
Cc1cccc(OCC(=O)NNC(=O)c2cc(S(=O)(=O)N(C)C)ccc2N2CCCC2)c1	8	7	-204	6	-10	8	-4	-7
O=C(O)[C@@H]1Cc2c([nH]c3ccccc23)C2CCC(=O)N21 (stereo partly specified)	-6	-39	-108	4	8	-3	-70	3
COC(=O)c1ccc(COc2c(F)c(F)cc(F)c2F)o1	1	-16	6	-13	-1	-7	1	-3
COc1ccc(-c2c(C)nc(N)nc2-c2ccc(OC)cc2O)cc1	1	15	-17	-3	15	4	-45	7
Cc1cccc(NC(=O)CN2C(=O)c3ccccc3C2=O)c1C	-6	3	11	0	5	-7	0	-2
N#C/C(=C\C1CC=CCC1)c1nc2ccccc2[nH]1 (stereo unspecified)	-10	-7	-194	6	5	-2	-64	0
COC(=O)C1(NC(=O)NC23CC4CC(CC(C4)C2)C3)CCCCC1	6	-19	0	7	-4	5	2	-4
CN(C)/C=C1\C(=O)Nc2ccccc21	-11	2	28	0	-3	-3	3	-6
C/C=C(\C)CN1CCC(n2nccc2NC(=O)c2ccc3c(c2)OCO3)CC1	-5	-7	12	3	6	2	1	1
CC(=O)c1ccc(NCC2COc3ccccc3O2)c([N+](=O)[O-])c1 (stereo unspecified)	-7	-1	14	3	6	-7	2	-6
CC(C)c1cccc(C(C)C)c1NC(=O)COC(=O)c1ccc2c(c1)S(=O)(=O)c1ccccc1C2=O	-12	-13	11	-14	3	-9	-3	-4
COCc1ccc(C(=O)N2CCCC(C(=O)c3cc(F)ccc3F)C2)s1 (stereo unspecified)	-4	5	9	3	2	4	-3	0
CCCCC1=CC2=C(c3ccco3)C(=O)C(C)(OC(=O)c3ccc(OC)cc3)C(=O)C2=CN1Cc1ccccc1 (stereo unspecified)	38	10	-143	2	22	11	-19	10
CCCn1nnnc1NC(=O)CSc1ccc(Cl)cc1	4	1	11	-1	-5	0	0	-4
O=C1COCCOCCOCC(=O)NCCN1	0	2	3	-4	13	7	1	-2
Cn1ccnc1Sc1ccc(C=O)cc1[N+](=O)[O-]	-16	8	0	4	4	8	2	-2
CCc1nnc(SCC(=O)Nc2nnc(C)s2)n1CC1CCCO1 (stereo unspecified)	1	3	11	0	14	2	2	8
CCOC(=O)C1CCN(C(=O)c2ccc3c(c2)NC(=O)/C(=C\c2cccc(C)c2)S3)CC1	-4	7	-36	-17	40*	-7	-5	-1
O=C(CSc1nc2ccccc2o1)N1CCOCC1	-5	6	8	3	19	3	2	17

5 entries already listed, arranged by the value under SENP1 inh, descending.
Compound	UBC13 inh	SENP6 block	SENP7 inh	SENP1 inh	APOBEC3G inh
Cn1ccnc1Sc1ccc(C=O)cc1[N+](=O)[O-]	-16	8	8	2	-2
O=C1COCCOCCOCC(=O)NCCN1	0	2	7	1	-2
CCCn1nnnc1NC(=O)CSc1ccc(Cl)cc1	4	1	0	0	-4
COCc1ccc(C(=O)N2CCCC(C(=O)c3cc(F)ccc3F)C2)s1 (stereo unspecified)	-4	5	4	-3	0
CCCCC1=CC2=C(c3ccco3)C(=O)C(C)(OC(=O)c3ccc(OC)cc3)C(=O)C2=CN1Cc1ccccc1 (stereo unspecified)	38	10	11	-19	10

Outcome played no part in choosing rows (roughly 3.6% active in at least one column).
